High-throughput results deposited in PubChem BioAssay by Broad Institute.
RAD54 inh – RAD54 (human) branch migration inhibition. AID 602329. Q92698. RAD54 Holliday junction branch migration, FAM/BHQ fluorescence. inhibition, % at 10.4 µM. 360,000 compounds, 0.14% hits;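 active = mean normalized replicate activity at least 40 and at least half of replicates scoring 40 or more; inconclusive = only one of the two criteria met; inactive = mean below 40 and under half of replicates reaching 40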;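 note: 0% = median of neutral control wells and 100% = median of positive control wells; inhibitors cause a drop in the FAM fluorescence signal; in these data hits start at about 50%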
E-selectin induc – E-selectin induction on HUVECs | HUVEC E-selectin immunofluorescence imaging; normalized: neutral wells 0, TNF-alpha wells 100 | activation, % at 7.58 µM | 260,000 compounds, 0.37% hits | AID 686992;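 active = mean E-selectin-positive cell signal at least 10% of the positive control, reached in at least 60% of replicates, without over 20% cell loss; inconclusive = no rule given, readout overlaps actives, possibly toxicity-flagged; inactive = the rest, including those meeting only one limit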;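 note: in these data hits start at about 27%; measured in HUVEC primary endothelial cells; signal is the percent of cells scored E-selectin positive by PE staining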
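Test system: HUVEC; input: 3,000 HUVEC/well; measured by: immunofluorescence imaging; read-out: % PE-positive cells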
RAD52 inh – inhibitors of human RAD52 DNA annealing; P43351; recombinant RAD52 DNA annealing, FRET fluorescence; inhibition, % at 18.7 µM; 360,000 compounds, 0.46% hits; AID 651710;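 active = every replicate showing at least 50% inhibition; inconclusive = mean inhibition at least 50% but not in every replicate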
Target sequence (P43351 whole entry, looked up): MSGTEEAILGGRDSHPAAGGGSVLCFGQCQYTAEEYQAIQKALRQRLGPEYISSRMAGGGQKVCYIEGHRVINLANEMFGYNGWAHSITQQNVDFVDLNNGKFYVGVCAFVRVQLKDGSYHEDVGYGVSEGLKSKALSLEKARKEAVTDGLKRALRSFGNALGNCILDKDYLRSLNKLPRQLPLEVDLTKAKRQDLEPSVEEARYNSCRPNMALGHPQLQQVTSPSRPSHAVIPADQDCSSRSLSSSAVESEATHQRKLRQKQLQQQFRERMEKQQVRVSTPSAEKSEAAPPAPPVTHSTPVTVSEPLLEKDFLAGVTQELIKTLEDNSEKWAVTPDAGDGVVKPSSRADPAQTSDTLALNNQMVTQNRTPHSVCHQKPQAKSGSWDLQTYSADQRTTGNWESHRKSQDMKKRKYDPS
S100A4 inh HTS – S100A4-myosin IIA interaction inhibition; P26447; S100A4/TAMRA-MyoIIA peptide fluorescence polarization; inhibition, % at 10.7 µM; 360,000 compounds, 0.14% hits; AID 652163;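 active = mean inhibition of at least 70% across replicates, with every replicate also reaching that level; inconclusive = mean inhibition reaches 70% but some replicates fall short; inactive = mean inhibition below 70%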
Target sequence (P26447 whole entry, looked up): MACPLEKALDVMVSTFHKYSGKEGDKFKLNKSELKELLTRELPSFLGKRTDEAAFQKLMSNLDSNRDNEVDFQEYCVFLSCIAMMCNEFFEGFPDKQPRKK
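Test system: S100A4 monomer protein; Medium: HEPES pH 7.2 with CaCl2, KCl, NaCl, DTT, Triton; Probe or stimulus: TAMRA-labelled myosin IIA heavy-chain peptide probe, 5 nM; Doses: one dose per compound; Times: polarization read 5 min after assay mix addition, stable 5–60 min; Benchmarks: neutral control DMSO, positive control TFP.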
EWS-Fli inh – EWS/Fli transcriptional activity inhibition. A673 NR0B1-luciferase reporter, viability-normalised. inhibition, % at 12.6 µM. 350,000 compounds, 0.67% hits. AID 651661;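 active = mean inhibition of at least 50% after viability correction, with every replicate also passing that limit; inconclusive = mean reaches 50% but only one of two replicates passes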;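 note: firefly luciferase signal divided by Alamar Blue viability fluorescence both relative to DMSO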
Xi reactivation – reactivates the inactive X chromosome in mouse fibroblasts. XiGFP mouse fibroblasts, % GFP-positive cells imaging, 3 d; cells co-treated with 5-aza-dC sensitizer; scaled so ellipticine positive control = 100%. activation, % at 7.58 µM. 360,000 compounds, 0.055% hits;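 active = mean normalized replicate activation at least 10% and every replicate at or above 10%; inconclusive = only one of the two criteria met; inactive = mean below 10% and not all replicates reach 10%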;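 note: 0% = median of on-plate neutral control wells and 100% = ellipticine 6 µM median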
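material = 68-5-11 XiGFP fibroblast line | medium = DMEM plus 5-aza-dC sensitizer | schedule = 3 days compound exposure | benchmarks = positive control ellipticine, 6 µM final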
esBAF inh – inhibitors of esBAF chromatin remodeling in mouse ES cells | Bmi1-luciferase knock-in reporter, 24 h; 100% = twice the neutral-well signal | reporter increase, % at 12.5 µM | 350,000 compounds, 2% hits | AID 602393; in the data active = activation above about 40%; inconclusive = no clear call, values can overlap the other calls;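 note: 0% = median of the plate's neutral control wells and 100% = double that signal; a rise in the Bmi1 reporter signal indicates esBAF inhibition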
FN deposition inh – fibronectin deposition inhibition; inhibition, % at 12.6 µM; AH1F fibroblasts, Alexa488-fibronectin deposition fluorescence, overnight; 350,000 compounds, 0.086% hits;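 active = mean inhibition across replicates of 30% or more, regardless of how many single replicates reach that level; inconclusive = mean under 30% yet at least half of replicates reach 30%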;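 note: positive control wells lacked labelled fibronectin entirely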
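Material: AH1F fibroblast monolayer depositing Alexa488-labelled fibronectin into matrix / Amount: 10000 AH1F cells per well / Signal: fluorescence 485/525 nm / Medium: DMEM, 2% serum / Compound: single dose, pinned / Incubation: 1 h cell adhesion before compound, then overnight fibronectin incubation / Reagent: Alexa488-FN, 24 nM final / Read-out: inhibition of fibronectin deposition signal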
Active calls of the source: *; ? = inconclusive; / = no result given; & = joins results of further samples.

Results follow in this order: RAD54 inh, Xi reactivation, EWS-Fli inh, E-selectin induc, FN deposition inh, RAD52 inh, S100A4 inh HTS, esBAF inh
- COc1cccc(N2CCN(c3ccc4nnc(CCC(=O)Nc5cccc(C(C)=O)c5)n4n3)CC2)c1
    -2, 0.1, /, /, 4, -3, -1, -6
- C[C@@H]1CN([C@H](C)CO)C(=O)c2cc(NS(C)(=O)=O)ccc2O[C@H]1CN(C)CC1CCCCC1
    0, -0.8, -3, 0.0, -7, 0, -7, -3
- CCNC(=O)[C@H]1[C@H](CO)[C@H]2Cn3c(ccc(-c4ccncc4)c3=O)[C@H]2N1Cc1ccc2c(c1)OCO2
    4, 0.6, -2, 0.0, /, -5, /, -5
- COc1ccc(CN2CC(=O)N(c3ccccc3C)C2=S)cc1OC
    /, 0.2, 6, 2.8, /, -16, 0, /
- C/C(=N\NC(=O)C(O)c1ccccc1)c1ccc(Cl)cc1 (stereo unspecified)
    2, -0.1, -17, -0.3, 4, -23, 7, -2
- CCOC(=O)c1cnn(-c2ncnc3c2cnn3C)c1N
    -3, 0.0, -108, 0.6, 1, -4, 6, 10
- CC(=O)Nc1ccc(S(=O)(=O)NCC2CCC(C(=O)NCCCN(C)Cc3ccccc3)CC2)cc1 (stereo unspecified)
    -5, 0.0, /, 0.2, -5, -12, -1, -6
- CCC(C)c1ccc(NC(=O)Nc2cccnc2)cc1 (stereo unspecified)
    1, -0.1, -92, 0.3, 4, -10, 3, 61*
- CC(=O)N(C)C[C@H]1Oc2ncc(C#CCC3CCCC3)cc2C(=O)N([C@H](C)CO)C[C@@H]1C
    -6, -1.1, -6, -0.1, 2, 5, -3, -1
- C[C@@H]1CCCCO[C@H](CN(C)C(=O)CCCN(C)C)[C@@H](C)CN([C@@H](C)CO)C(=O)c2cc(NC(=O)CCC(F)(F)F)ccc2O1
    1, 0.1, -20, 1.6, /, 2, 13, 0
- COc1cc(NC(=S)NCCCO)c(OC)cc1Cl
    /, 0.1, 6, /, /, 1, 3, /
- CCN1C(=O)CSC1=Nc1ccc(OC)cc1
    -9, 0.1, 4, 0.0, 1, -13, 7, 0
- CCC(=O)N1[C@@H]2c3ccc(C4=CCCC4)c(=O)n3C[C@@H]2[C@@H](CO)[C@@H]1C(=O)NC1CCC1
    -2, 0.0, 8, 0.1, -18, -21, 46, -5
- Cc1c(C(=O)N/N=C/C(C)C)[nH]c2c([N+](=O)[O-])cccc12
    /, 0.9, -2, /, -12, -5, 2, /
- C[C@@H]1CN([C@@H](C)CO)C(=O)c2cccc(NC(=O)CCCCCC(=O)Nc3ccccc3N)c2O[C@@H]1CN(C)Cc1ccccc1
    /, 0.2, 2, -0.1, /, -2, 20, /

Retrieved by structure from the entries so far:
Results follow in this order: RAD54 inh, Xi reactivation, EWS-Fli inh, E-selectin induc, FN deposition inh, RAD52 inh, S100A4 inh HTS, esBAF inh
- C/C(=N\NC(=O)C(O)c1ccccc1)c1ccc(Cl)cc1 (stereo unspecified)
    2, -0.1, -17, -0.3, 4, -23, 7, -2
- CCN1C(=O)CSC1=Nc1ccc(OC)cc1
    -9, 0.1, 4, 0.0, 1, -13, 7, 0

More compounds:
Results follow in this order: RAD54 inh, Xi reactivation, EWS-Fli inh, E-selectin induc, FN deposition inh, RAD52 inh, S100A4 inh HTS, esBAF inh
- CN(C)S(=O)(=O)c1ccc(Cl)c(NC(=O)COC(=O)CCC(=O)c2cccs2)c1
    3, -0.1, 2, 0.1, 3, -27, 6, 6
- COc1ccc(S(=O)(=O)N(C)C[C@H]2Oc3c(NC(=O)Nc4ccc(C(F)(F)F)cc4)cccc3C(=O)N([C@@H](C)CO)C[C@@H]2C)cc1
    4, -0.9, -9, /, -5, -10, 47, -4
- NS(=O)(=O)c1ccc(N2CCOCC2)c(C(=O)NCc2ccc3c(c2)OCO3)c1
    /, -0.1, -8, ?, -16, 3, 14, /
- COCC(=O)N1C[C@H](C)[C@@H](OC)CN(C)C(=O)c2ccc(NC(=O)Nc3cccc(F)c3)cc2OC[C@H]1C
    /, 0.0, -12, -0.1, -9, /, /, 2
- CC(CC(=O)O)CC(=O)NNC(=O)c1cccc(Br)c1 (stereo unspecified)
    3, 0.0, 5, /, /, 0, -1, -3
- C[C@H](O)C#Cc1ccc([C@@H]2[C@@H](CO)N3CCCCN(CC4CC4)C[C@@H]23)cc1
    3, 0.1, -5, -0.2, -8, -19, -14, -6
- Nc1nc2c(F)c(F)c(F)cc2s1
    /, 0.2, -8, 1.2, -6, -19, 8, /
- C[C@H](CO)N1C[C@H](C)[C@@H](CN(C)Cc2cccnc2)Oc2ncc(-c3cccc(F)c3)cc2C1=O
    -1, -0.5, 4, 0.5, -9, 2, 6, -8
- COc1ccc(C(=O)N2CCCCC2c2cc(C(=O)NCc3ccc(F)cc3)no2)cc1 (stereo unspecified)
    10, 0.0, -8, 0.0, -3, -14, 0, -2
- COc1cccc(C2=NN(C(=O)c3ccco3)C(c3ccco3)C2)c1 (stereo unspecified)
    7, 0.7, /, -0.5, /, -99, -5, 4
- C[C@H]1CN([C@@H](C)CO)C(=O)c2cccc(NS(=O)(=O)c3cn(C)cn3)c2O[C@@H]1CN(C)Cc1ccc(Oc2ccccc2)cc1
    -7, 0.3, 4, 0.0, 1, 1, -2, -3
- CC(=O)N1C(C(=O)O)Cc2c([nH]c3ccccc23)C1(C)C (stereo unspecified)
    -6, -0.1, 13, -0.3, 4, -10, -4, -8
- C[C@@H]1CN([C@@H](C)CO)C(=O)c2cc(NC(=O)C3CCCCC3)ccc2O[C@@H]1CN(C)S(=O)(=O)c1ccc(F)cc1
    -3, 0.5, -14, 0.0, 1, 27, 3, 2
- C[N+](C)(C)CCCCCCCCCC[N+](C)(C)C
    5, -0.1, -1, 1.7, 3, 3, 1, 2
- Cc1cc(C)nc(SCC(=O)N/N=C/C=C/c2ccccc2)n1
    /, 0.2, 17, /, /, -19, -7, /
- C[C@H](CO)N1C[C@H](C)[C@@H](CN(C)Cc2ccc(C(F)(F)F)cc2)Oc2ccc(N(C)C)cc2C1=O
    /, 0.0, -10, 0.4, 5, /, /, -2
- Cc1c(NC(=O)C23CC4CC(CC(Br)(C4)C2)C3)c(=O)n(-c2ccccc2)n1C
    -2, 0.1, 3, /, -1, -11, 7, 8
- O=C(Nc1ccc(Cl)cc1)Nc1ccc(C(=O)N2CCOCC2)cc1
    -4, -0.1, -11, 0.2, -1, -2, 0, 6
- COc1ccc(CNS(=O)(=O)c2ccc3c(c2)N(C(C)=O)CCO3)cc1
    -15, 0.0, 1, -0.1, 4, -1, 0, 6
- CCN(CCC#N)c1ccc(N2C(=O)CCCC2=O)cc1[N+](=O)[O-]
    10, 0.2, -6, /, -15, -16, 1, -2
- COc1ccc(Cl)cc1NC(=O)Nc1cn(C)nc1C
    12, 0.1, 5, 5.5, -2, -9, -1, /
- CCCN(C(=O)COC(=O)C12CCC(=O)N1c1ccccc1S2)c1c(N)n(Cc2ccccc2)c(=O)[nH]c1=O (stereo unspecified)
    -6, 0.1, 3, 0.6, /, -26, -5, 1
- COC(=O)C1=C(C)N(Cc2cccc(C(F)(F)F)c2)C(=NCc2ccc(C(F)(F)F)cc2)NC1c1cccc(F)c1 (stereo unspecified)
    /, 0.0, 49, 1.6, -2, -24, 0, /
- C[C@@H]1CN([C@@H](C)CO)C(=O)c2cc(-c3cccnc3)cnc2O[C@@H]1CN(C)C(=O)c1ccccc1F
    2, -0.1, -8, -0.2, /, -7, 1, 0
- COc1ccc(-c2cc(C(=O)Nc3ccc(C(N)=O)cc3)c3ccccc3n2)cc1
    -3, 0.0, -97, 0.0, -4, -12, -4, 57*
- NC(=O)CSc1ccc(F)cc1
    1, 0.0, -11, /, /, 5, 0, 1
- CN1CCN(C(=O)/C=C/c2c(F)cccc2Cl)CC1
    -8, 0.3, -9, 0.0, 2, -3, -6, 6
- CC(C(=O)NC1CCCC1)n1c(-c2ccncc2)nc2ccccc21 (stereo unspecified)
    /, 0.1, -5, -0.1, 14, -3, -1, /
- Cc1ccc(S(=O)(=O)N(C)C[C@@H]2Oc3c(NC(=O)Nc4ccc(C(F)(F)F)cc4)cccc3C(=O)N([C@@H](C)CO)C[C@@H]2C)cc1
    -1, 1.8, -17, 0.1, /, 11, -10, -4
- COc1ccccc1-c1cccc(-c2nc(C(=O)N3CCN(C)CC3)cc3c2[C@@H](CCO)N([S@](=O)C(C)(C)C)C3)c1
    9, 0.1, 3, 0.4, -5, 4, -27, 1
- CC(=O)NCCC(=O)N1CCCC(C(=O)c2ccc3c4c(cccc24)CC3)C1 (stereo unspecified)
    -12, -0.3, 6, -0.2, -13, -10, -5, 5
- Cc1cccc(C(=O)O)c1O
    2, /, -6, /, /, 0, 1, -16
- O=C(COC(=O)CCNS(=O)(=O)c1ccc(Cl)cc1)NCc1ccccc1
    -5, 0.4, 2, 0.1, -6, -98, -1, 3
- Cc1cc(C)n2nc(C(=O)OCC(=O)Nc3ccc(F)cc3F)nc2n1
    11, -0.3, 1, -0.8, -9, -28, 1, -5
- Cc1ccccc1N(C(=O)c1snc(C(N)=O)c1N)C(C(=O)NCc1ccccc1)c1ccc(O)cc1 (stereo unspecified)
    7, 0.2, 25, /, 12, -11, -8, 1
- Cc1cc(/C=C2\SC(=S)N(C)C2=O)c(C)n1-c1ccc(O)cc1
    /, 0.2, 75*, -0.2, -4, -15, -6, /
- C[C@H](CO)N1C[C@H](C)[C@@H](CN(C)Cc2ccccc2)Oc2c(NS(=O)(=O)c3ccc(F)cc3)cccc2C1=O
    -5&4, 0.0&-0.1, -5&0, -0.1&0.0, -7, -4&-2, 0&-1, -4&1
- CNC[C@@H]1OCCCC[C@@H](C)Oc2ccc(NC(=O)Nc3ccc(C(F)(F)F)cc3)cc2C(=O)N([C@@H](C)CO)C[C@H]1C
    -1, -0.9, 4, -0.1, /, -185, 9, -4
